S1P2 agonist = activates the human S1P2 receptor; O95136; S1P2-expressing cell line, agonist reporter read-out; activation, % at 4.5 µM; actives 0.46% (n = 97,000); AID 729; in the data active = activation above about 16%;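 note: 0% = vehicle low control and 100% = maximal reference agonist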
Target sequence (O95136 whole entry, looked up): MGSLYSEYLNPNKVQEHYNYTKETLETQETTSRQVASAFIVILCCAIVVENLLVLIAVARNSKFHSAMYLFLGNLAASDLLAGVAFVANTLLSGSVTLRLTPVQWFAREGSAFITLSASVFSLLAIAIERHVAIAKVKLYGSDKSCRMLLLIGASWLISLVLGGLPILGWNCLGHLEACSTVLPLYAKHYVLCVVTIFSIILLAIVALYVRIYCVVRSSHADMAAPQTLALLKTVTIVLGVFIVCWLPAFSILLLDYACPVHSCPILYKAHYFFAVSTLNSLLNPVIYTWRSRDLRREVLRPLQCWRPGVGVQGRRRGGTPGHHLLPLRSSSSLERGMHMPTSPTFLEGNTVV
H69AR growth 86K = growth inhibitors of human H69AR lung tumor cells. AID 598. viability, % at 10 µM. actives 6% (n = 85,000). H69AR lung tumor viability, ATP luminescence, 72 h; active compounds read low;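 active = viability at or below 40%; inactive = viability above 40%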;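 note: multidrug resistant small cell line overexpressing MRP-1 efflux transporter; 100% = mean luminescence of untreated control wells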
Lung fibro prol = blocks proliferation of human lung fibroblasts. LL 47 human lung fibroblast viability, ATP luminescence; active compounds read low. viability, % at 10 µM. actives 1.1% (n = 85,000). AID 719;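 active = viability at or below 50% in the single dose screen; inactive = viability above 50%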;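 note: compound exposure lasted 72 h before the ATP readout; 100% = median luminescence of untreated cell-only wells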
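Times – overnight cell rest, 72 h compound treatment at 37 °C · Test system – human lung fibroblast line LL 47, low passage · Amount – 1,150 cells in each well · Controls – cell-only wells, no compound · Doses – 0.1% DMSO in all compound wells · Measured by – CellTiter-Glo luminescence · Buffer or medium – IMEM plus 15% FBS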
sEH inh = inhibitors of human soluble epoxide hydrolase | P34913 | recombinant human sEH enzymatic activity assay | inhibition, % at 2 µM | actives 0.34% (n = 91,000) | AID 707; in the data active = inhibition above about 80%; note: values of inactives mirror those of a sister screen read the other way; many of its hits are not listed in these tables
Target sequence (P34913 whole entry, looked up): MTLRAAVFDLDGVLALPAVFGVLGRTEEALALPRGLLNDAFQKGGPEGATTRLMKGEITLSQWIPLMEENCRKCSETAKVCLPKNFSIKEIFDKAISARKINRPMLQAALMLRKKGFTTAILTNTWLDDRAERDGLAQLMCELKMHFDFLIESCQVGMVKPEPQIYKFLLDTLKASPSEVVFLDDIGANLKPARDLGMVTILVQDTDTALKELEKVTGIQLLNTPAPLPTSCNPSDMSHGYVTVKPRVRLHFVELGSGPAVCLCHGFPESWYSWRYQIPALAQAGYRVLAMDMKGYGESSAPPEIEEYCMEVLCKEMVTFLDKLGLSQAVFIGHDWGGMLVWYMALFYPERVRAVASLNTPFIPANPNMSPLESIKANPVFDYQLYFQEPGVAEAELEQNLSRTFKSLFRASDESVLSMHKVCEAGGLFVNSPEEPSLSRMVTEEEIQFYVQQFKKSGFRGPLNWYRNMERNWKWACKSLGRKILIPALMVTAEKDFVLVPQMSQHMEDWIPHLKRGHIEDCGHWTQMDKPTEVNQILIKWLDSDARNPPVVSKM
LYP act = increases human PTPN22 phosphatase activity | recombinant LYP, DiFMUP fluorescence; 0 = plate median, 100 = signal doubled | actives 0.11% (n = 96,000) | Q9Y2R2 | activation, % at 2 µM | AID 697;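 active = activation at 2 µM above a set limit, the mean plus 5 SD, cut at about 37% in these data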
sEH activator = soluble epoxide hydrolase (human) activation. AID 717. purified human sEH enzymatic activity, activator screen. actives 0.04% (n = 91,000). activation, % at 2 µM; in the data active = activation above about 37%; note: values of inactives mirror those of a sister screen read the other way
S1P2 antag = S1P2 (human) receptor antagonism; inhibition, % at 5 µM; cell-based S1P2 antagonist assay, inhibition at 5 uM; O95136; actives 0.21% (n = 97,000); in the data active = inhibition above about 45%;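 note: CRE beta-lactamase reporter cells expressing human S1P2 stimulated with S1P; 0% = agonist at EC80 alone and 100% = agonist plus reference antagonist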
PostGolgi ctrl = inhibits growth of the yeast control strain; efflux-deficient yeast background strain, growth absorbance A615, 16 h; inhibition, % at 10 µM; actives 5% (n = 98,000); in the data active = inhibition above about 30%
HUVEC prolif 384 = human endothelial cell proliferation inhibition; HUVEC proliferation, CellTiter-Glo luminescence, 72 h; active compounds read low; viability, % at 10 µM (by protocol); actives 1.1% (n = 86,000);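 active = viability at or below 30%; inactive = viability above 30%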;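 note: 100% = median luminescence of DMSO-only cell control wells on each plate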
* hit, by the source's call; x = not tested or not shown. An excerpt; rates above refer to the full screens.

Molecule	S1P2 agonist	H69AR growth 86K	Lung fibro prol	sEH inh	LYP act	sEH activator	S1P2 antag	PostGolgi ctrl	HUVEC prolif 384
CC(=O)Nc1ccc(S(=O)(=O)NCCc2ccccc2)cc1	-3	95	100	-2	11	5	-1	2	104
O=C(Nc1ccc(Cl)cn1)C1CCCN1S(=O)(=O)c1ccc(Cl)cc1 (configuration not stated)	-7	89	104	-3	0	3	14	19	98
O=C1NC(=O)c2c(NC(=O)C3CCCO3)cccc21 (configuration not stated)	-2	91	99	1	1	1	-2	11	95
Cc1cc(C)c2nc(-c3ccccn3)cc(C(=O)Nc3cc(C)on3)c2c1	-6	34*	81	3	3	-1	-2	4	50
CCCCNC(=S)NNC(=O)CCn1nc(C)c(Br)c1C	-1	x	x	4	2	-2	22	6	x
Cc1ccc(C(=O)NNC(=O)CSc2nnc(-c3ccncc3)n2C)cc1	-3	x	x	2	0	0	15	-5	x
Cc1cccc(/C=C2\CCC(=C3SCCCS3)C2=O)c1	-4	x	x	-6	0	6	39	17	x
Cc1cc(OC2CCCCC2)nc(-c2ccccc2O)n1	-2	89	87	5	-1	-3	-6	-5	95
O=C(CCN1CCN(CC(=O)Nc2ccccc2F)CC1)Nc1ccccc1F	2	88	98	8	-8	-5	-2	10	114
Cc1ccc(-n2ncc(-c3nnc(SCC(=O)NC4CCCC4)o3)c2N)cc1C	x	83	96	x	x	x	x	16	97
Cc1ccc(OCCCSc2ncccn2)cc1C	0	106	89	12	-4	-8	-16	x	97
Nc1nc2c(c3c1c(=O)oc1ccccc13)CCCCC2	0	94	94	-4	0	5	-12	12	80
CCn1c(Cc2ccccc2)nnc1SCC(=O)Nc1nccs1	-1	62	106	1	22	0	-6	-3	103
CN(C)c1cccc(NC(=O)Cc2ccc(F)cc2)c1	-8	83	100	x	1	x	12	8	85
COc1c(Cl)cc(C(=O)Nc2ccc(Cl)cn2)cc1Cl	-1	64	86	14	-11	-17	-10	15	52
CCCCN1C(=O)/C(=C/C=C2\N(C)c3ccccc3C2(C)C)SC1=S	-4	x	x	-11	0	14	3	0	x
CCN(CC(=O)NC1CCCCC1)S(=O)(=O)c1ccc(Cl)cc1	1	95	103	-2	6	-2	-10	0	89
CCOc1ccc(/C=C2/SC(=S)N(n3c(C)ccc3C)C2=O)cc1	-2	89	93	-12	-12	10	18	22	98
O=C(COc1ccc([N+](=O)[O-])cc1)Nc1ccc(C(=O)NCc2cccnc2)cc1	-4	x	x	12	13	-9	7	9	x
C1=CC2CC1CC2CN1CCN(Cc2ccccc2)CC1 (configuration not stated)	-6	x	x	6	-6	-6	-9	4	x
Cc1ccc(CNc2nc3ccccc3n3cnnc23)cc1	1	x	x	x	-18	x	-40	14	x
CCC(=O)c1ccc(N2CCOCC2)c(F)c1	-5	116	100	-2	-13	7	-28	x	101
Cc1cc(C)n2nc(C(=O)NCc3ccccc3)cc2n1	-5	53	x	x	-12	x	-6	3	106
Cc1ccc2occ(CN3CCN(Cc4ccccc4)CC3)c(=O)c2c1	-11	x	x	7	8	-5	16	0	x
COc1ccc(C(c2nnnn2Cc2cccs2)N2CCN(c3ccccc3F)CC2)cc1 (configuration not stated)	-5	95	93	12	-4	-12	10	18	122
Cc1nc2c(C(=O)NCc3ccccc3Cl)c[nH]n2c(=O)c1Cl	-5	x	x	-11	-3	8	9	0	x
CC(=O)Nc1c(S(=O)(=O)c2ccccc2)c2nc3ccccc3nc2n1Cc1ccccc1	4	x	x	13	-7	-11	4	0	x
CCS(=O)(=O)c1ccc2oc(SCC(=O)N3c4ccccc4CC3C)nc2c1 (configuration not stated)	-6	63	89	15	2	-15	14	13	88
FC(F)(F)C1=CC(c2ccccc2)=NCCN1	-4	95	109	-15	-9	15	11	-2	103
CCN1CCN(C(=O)C2CCN(Cc3cc(Cl)ccc3O)CC2)CC1	-6	x	x	6	4	-8	-6	12	x
O=c1c2c(C(F)(F)F)cc(C(F)(F)F)nc2[nH]n1-c1ccccc1	-3	96	102	-4	0	3	-7	16	70
CCOC(=O)CCSc1nc(C)c2cc(C)ccc2n1	0	104	105	-24	-3	23	9	3	98
O=C1CCC(=O)N1c1nc2n(n1)C(c1ccccc1)C=C(c1ccc(Br)cc1)N2 (configuration not stated)	-7	90	105	2	-5	-2	28	2	101
CCOC(=O)c1ccccc1NS(=O)(=O)c1ccccc1	-2	100	104	1	1	2	6	37*	102
Cn1c(=O)n(Cc2ccc(Cl)cc2)c(=O)c2c1nc1n2CCN1Cc1ccco1	-4	88	x	-6	2	7	-5	30	97
CCOC(=O)c1cccnc1SCC(=O)NCc1ccccc1	-1	90	99	-18	0	18	0	1	99
COCc1[nH]nc2c1C(c1c(F)cccc1Cl)C(C#N)=C(N)O2 (configuration not stated)	-7	64	90	0	-7	0	9	1	92
O=C(c1cc(-c2cccs2)on1)N1CCN(c2ccccc2)CC1	-4	x	x	4	1	-2	-6	14	x
Cc1cc(C(=O)Nc2sc3c(c2C#N)CCC(C(C)(C)C)C3)no1 (configuration not stated)	-7	23*	89	1	-10	0	3	-5	67
COC(=O)c1cn(-c2ccccc2)c(C)c1C(=O)OC	-2	93	101	-13	7	14	2	x	100
CCC(CC)C(=O)NCc1ccc2c(c1)cc(C)n2C	-2	x	x	x	-7	x	18	7	x
COC(=O)CNc1nc(-c2ccncc2)nc2ccccc12	1	45	91	6	9	-5	0	2	94
CC(C)(C)NS(=O)(=O)c1cccc(S(=O)(=O)c2cccc(S(=O)(=O)NC(C)(C)C)c2)c1	-1	76	99	x	-1	x	-1	3	114
Cc1ccc(NC2=NC(c3ccc(C)cc3)n3c(nc(C)cc3=O)N2)cc1 (configuration not stated)	-9	x	91	-9	-6	10	-11	7	95
Cc1ccc(NC(=O)COC(=O)CCc2c[nH]c(=O)[nH]2)cc1	-3	99	102	-7	-8	5	-9	-6	102
CC1CCCCN1Cc1nc2ccccc2c(=O)[nH]1 (configuration not stated)	-5	93	98	8	8	-9	8	-4	92
O=C1[C@@H]2C(c3ccccc3Cl)=NO[C@@H]2C(=O)N1Cc1ccccc1	-2	99	113	-9	-4	7	13	5	99
COc1ccc(CCNS(=O)(=O)c2ccc3c(c2)CC(C)N3C(C)=O)cc1OC (configuration not stated)	-3	77	99	x	0	x	-9	5	106
COCCNC(=O)C(c1ccccc1C)N(C(=O)Cn1nnc2ccccc21)c1cccnc1 (configuration not stated)	-2	92	96	1	-4	-1	-6	x	90
COc1cccc(NC(=O)N(Cc2cc3cc(C)cc(C)c3[nH]c2=O)CC2COCCO2)c1 (configuration not stated)	-5	61	90	20	1	-20	4	-6	87
CCC(=O)Nc1c(C)cc(C)cc1Cl	0	92	100	0	0	-1	7	2	88
CC(C)CNC(=O)c1c(N)n(/N=C/c2ccccn2)c2nc3ccccc3nc12	-2	98	100	-5	0	8	-12	-2	80
c1ccc(-n2nnnc2N2CCOCC2)cc1	-3	92	94	-3	10	7	3	3	86
CCN(CC)c1ccc(-c2nn3c(-c4n[nH]c5c4CCC5)nnc3s2)cc1	-1	22*	45*	4	-22	-4	3	43*	33
Cc1c(Cl)cnc(NC(=O)CSc2nnc(C)n2Cc2ccccc2)c1Cl	-2	86	95	-13	-4	12	3	-3	93
Cc1ccccc1N=C1NC(=O)CS1	-5	93	101	4	6	-3	-12	1	95
C=CCn1c(SCC(=O)NC2CCS(=O)(=O)C2)nc2sc(CC)cc2c1=O (configuration not stated)	-5	109	104	4	-7	-3	4	26	96
COc1cc(/C=N/n2c(C)nnc2C)cc(OC)c1OC	0	105	100	3	6	0	12	-3	89
COc1ccccc1CNC(=O)CCNC(=O)Cn1cnc2ccccc2c1=O	-6	87	90	x	0	x	13	14	92
O=C1c2cnc3nc(SCc4ccc(Cl)cc4)nn3c2CC2c3ccccc3CCN12 (configuration not stated)	22*	x	x	-14	-10	11	-18	35*	x

As entered above:
Value for COc1ccccc1CNC(=O)CCNC(=O)Cn1cnc2ccccc2c1=O under HUVEC prolif 384: 92
Value for CC(C)CNC(=O)c1c(N)n(/N=C/c2ccccn2)c2nc3ccccc3nc12 under H69AR growth 86K: 98

Ordered by length of the SMILES (lowest first): some entries from above
Molecule	S1P2 agonist	H69AR growth 86K	Lung fibro prol	sEH inh	LYP act	sEH activator	S1P2 antag	PostGolgi ctrl	HUVEC prolif 384
Cc1ccccc1N=C1NC(=O)CS1	-5	93	101	4	6	-3	-12	1	95
CCC(=O)Nc1c(C)cc(C)cc1Cl	0	92	100	0	0	-1	7	2	88
c1ccc(-n2nnnc2N2CCOCC2)cc1	-3	92	94	-3	10	7	3	3	86
CC1CCCCN1Cc1nc2ccccc2c(=O)[nH]1 (configuration not stated)	-5	93	98	8	8	-9	8	-4	92
CCC(CC)C(=O)NCc1ccc2c(c1)cc(C)n2C	-2	x	x	x	-7	x	18	7	x
COC(=O)CNc1nc(-c2ccncc2)nc2ccccc12	1	45	91	6	9	-5	0	2	94
COC(=O)c1cn(-c2ccccc2)c(C)c1C(=O)OC	-2	93	101	-13	7	14	2	x	100
COc1ccccc1CNC(=O)CCNC(=O)Cn1cnc2ccccc2c1=O	-6	87	90	x	0	x	13	14	92
Cc1ccc(NC(=O)COC(=O)CCc2c[nH]c(=O)[nH]2)cc1	-3	99	102	-7	-8	5	-9	-6	102
Cc1cc(C(=O)Nc2sc3c(c2C#N)CCC(C(C)(C)C)C3)no1 (configuration not stated)	-7	23*	89	1	-10	0	3	-5	67
Cc1ccc(NC2=NC(c3ccc(C)cc3)n3c(nc(C)cc3=O)N2)cc1 (configuration not stated)	-9	x	91	-9	-6	10	-11	7	95
CCN(CC)c1ccc(-c2nn3c(-c4n[nH]c5c4CCC5)nnc3s2)cc1	-1	22*	45*	4	-22	-4	3	43*	33
O=C1c2cnc3nc(SCc4ccc(Cl)cc4)nn3c2CC2c3ccccc3CCN12 (configuration not stated)	22*	x	x	-14	-10	11	-18	35*	x
O=C1[C@@H]2C(c3ccccc3Cl)=NO[C@@H]2C(=O)N1Cc1ccccc1	-2	99	113	-9	-4	7	13	5	99
COCCNC(=O)C(c1ccccc1C)N(C(=O)Cn1nnc2ccccc21)c1cccnc1 (configuration not stated)	-2	92	96	1	-4	-1	-6	x	90
COc1cccc(NC(=O)N(Cc2cc3cc(C)cc(C)c3[nH]c2=O)CC2COCCO2)c1 (configuration not stated)	-5	61	90	20	1	-20	4	-6	87
CC(C)(C)NS(=O)(=O)c1cccc(S(=O)(=O)c2cccc(S(=O)(=O)NC(C)(C)C)c2)c1	-1	76	99	x	-1	x	-1	3	114

The list continues:
Molecule	S1P2 agonist	H69AR growth 86K	Lung fibro prol	sEH inh	LYP act	sEH activator	S1P2 antag	PostGolgi ctrl	HUVEC prolif 384
CC(=O)N(c1ccc(Cl)cc1)c1c[nH]c2ccccc12	-4	94	106	11	-3	-11	23	9	82
CS(=O)(=O)Nc1ccccc1C(=O)Nc1cccc(Cl)c1	-4	55	100	6	-3	-5	-24	-1	82
CCCCCCn1c(CN2CCCC(C)C2)nc2c1c(=O)n(C)c(=O)n2C (configuration not stated)	-4	85	92	8	-5	-8	-2	15	110
CCCc1cc(=O)[nH]c(SCC(=O)c2cc(C)n(C)c2C)n1	-1	89	103	-3	-2	-2	-16	5	92

Compound activity deposited in PubChem by several laboratories.
